# mABHD4 FP = ABHD4 (mouse) inhibition, primary FP screen. Q8VD66. purified mABHD4, FP-Rh probe fluorescence polarization. inhibition, % at 8.92 µM. 0.54% of 370,000 active;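 active means inhibition exceeding the mean over every tested compound plus 3 SD, cut at about 30% in these data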;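 further: 0% = plate median of compound wells and 100% = S159A mutant with DMSO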
#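 Doses – 8.92 µM, single dose · Material – wild-type mouse ABHD4 protein · Replication – single well per compound (singlicate) · Measure – percent inhibition of probe binding, normalized to plate controls · Schedule – 45 min compound pre-incubation plus 60 min probe step, 25 °C · Detection – fluorescence polarization with parallel and perpendicular emission, 525/598 nm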
# MBD2 DNA inh = MBD2-methylated oligo binding inhibition; Q9UBB5; TR-FRET, MBD2 binding to methylated oligonucleotide; AID 686964; inhibition, % at 4.4 µM; 0.31% of 370,000 active; in the data active means inhibition above about 13%
# TCR-CD3 inh = human TCR-CD3 binding inhibition | TAMRA-labeled TCR probe fluorescence, biochemical | inhibition, % at 9.4 µM | 0.37% of 360,000 active; in the data active means inhibition above about 19%;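 further: recombinant mutant TCR 2C K166C tagged with TAMRA read by polarization; 0% = receptor in buffer alone and 100% = receptor with positive control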
# UHRF1 binding = blocks human UHRF1 binding to methylated DNA; Q96T88; UHRF1 binding to methylated oligo, TR-FRET; inhibition, % at 4.4 µM; 0.75% of 370,000 active; in the data active means inhibition above about 21%;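 further: UHRF1 SRA domain binding a hemimethylated CpG hairpin DNA probe; 0% = median of test compound wells and 100% = reference inhibitor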
# Target sequence (Q96T88 whole entry, looked up, the tested form may be a part): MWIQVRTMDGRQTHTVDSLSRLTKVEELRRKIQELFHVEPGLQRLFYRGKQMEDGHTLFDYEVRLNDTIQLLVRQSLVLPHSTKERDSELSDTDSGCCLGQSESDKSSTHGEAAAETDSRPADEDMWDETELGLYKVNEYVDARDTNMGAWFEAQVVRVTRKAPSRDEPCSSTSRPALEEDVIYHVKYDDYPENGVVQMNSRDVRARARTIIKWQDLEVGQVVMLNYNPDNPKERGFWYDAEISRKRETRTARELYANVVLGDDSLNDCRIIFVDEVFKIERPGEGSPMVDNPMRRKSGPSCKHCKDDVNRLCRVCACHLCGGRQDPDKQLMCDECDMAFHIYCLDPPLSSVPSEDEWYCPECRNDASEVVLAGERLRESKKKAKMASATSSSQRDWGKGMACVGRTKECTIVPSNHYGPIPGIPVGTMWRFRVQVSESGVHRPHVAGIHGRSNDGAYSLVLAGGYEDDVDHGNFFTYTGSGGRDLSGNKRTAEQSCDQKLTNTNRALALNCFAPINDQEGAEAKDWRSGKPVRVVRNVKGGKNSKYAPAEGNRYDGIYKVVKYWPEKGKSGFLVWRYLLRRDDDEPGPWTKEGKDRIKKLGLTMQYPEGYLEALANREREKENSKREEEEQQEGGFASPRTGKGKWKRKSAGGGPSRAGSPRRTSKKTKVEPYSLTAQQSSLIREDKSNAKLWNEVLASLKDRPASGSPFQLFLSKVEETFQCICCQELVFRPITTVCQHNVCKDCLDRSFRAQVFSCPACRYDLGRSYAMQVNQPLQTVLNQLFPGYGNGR
# LEDGF integ inh = blocks HIV-1 LEDGF/p75-dependent DNA integration; inhibition, % at 3.7 µM; TR-FRET IN-LEDGF/p75 DNA integration, Eu/Cy5; AID 743269; 0.64% of 370,000 active;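 active means inhibition above the screen-wide mean plus 3 SD, cut at about 13% in these data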;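 further: signal is the Cy5 over europium emission ratio at 671 and 618 nm; 0% = plate median of compound wells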
# PRMT1 FP inh = PRMT1 (human) inhibition, primary screen. recombinant PRMT1, activity-based probe fluorescence polarization. inhibition, % at 2.79 µM. Q99873. 1.3% of 370,000 active;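 active means inhibition above about 21% made by adding two undisclosed values, limit read from the data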
# Rev-erbA mod = modulates human Rev-erb alpha binding to DNA | Rev-erbα–FITC-DNA binding, fluorescence polarization, 90 min | activity, % at 10 µM | 0.79% of 370,000 active | AID 1259318;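 active means activity above about 14%, limit read from the data; passing the limit was not always enough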;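 further: 0% = DMSO wells with 35 nM protein and 100% = DMSO wells with 750 nM protein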
# HTRA1 inh = blocks human HTRA1 serine peptidase; Q92743; inhibition, % at 5.96 µM; AID 504803; recombinant HTRA1, FP-rhodamine activity-based probe, fluorescence polarization; 0.5% of 340,000 active; in the data active means inhibition above about 36%;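 further: 0% = enzyme with DMSO and 100% = wells lacking enzyme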
# PG9 binder = binds the HIV-1 gp120 antibody PG9; TR-FRET gp120-PG9 antibody binding; inhibition, % at 6.7 µM; 0.43% of 360,000 active; AID 624416; in the data active means inhibition above about 8.5%
# rCAG binder = r(CAG) repeat RNA binding. AID 651821. TO-PRO-1 dye displacement fluorescence. inhibition, % at 3 µM. 1.3% of 370,000 active;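 active means inhibition above the plate cutoff, the mean of all test compounds on that plate plus 3 SD, cut at about 35% in these data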;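 further: 0% = DMSO alone and 100% = 100 µM mitoxantrone as full dye displacement; higher means more dye released from RNA so lower well fluorescence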
# Numbers without * were called inactive; / = no result given. Not all compounds are listed; count on the stated rates, not on these rows.
Molecule	mABHD4 FP	MBD2 DNA inh	TCR-CD3 inh	UHRF1 binding	LEDGF integ inh	PRMT1 FP inh	Rev-erbA mod	HTRA1 inh	PG9 binder	rCAG binder
CCNC(=S)N(Cc1ccco1)Cc1cc2cc(OCC)ccc2[nH]c1=O	-2	1	-4	1	0	5	5	-10	2.0	-1
CN(C)CCNC(=O)C(=O)NCC(c1ccc2c(c1)OCO2)N1CCN(c2ccc(F)cc2)CC1 (configuration not stated)	-1	0	12	13	3	-2	-3	1	-1.0	-6
Cc1ccccc1N=C(NOCc1ccc(Cl)cc1Cl)c1nonc1N	-26	-4	-1	-3	3	1	4	-37	-0.7	1
Cn1c(=O)n(C)c2cc(/C=N/N=C3/NC(=O)C(CC(=O)O)S3)ccc21 (configuration not stated)	4	4	41*	0	1	-1	-2	-2	-1.0	1
COc1ccccc1N1CCN(S(=O)(=O)CCNC(=O)c2cc(=O)c3ccccc3o2)CC1	4	3	-4	-3	-5	1	2	3	0.2	0
Cc1ccc(C(=O)O)cc1NC(=O)Nc1cccc2ccccc12	8	0	-7	-2	0	1	1	8	-3.5	1
CSc1nc(NS(=O)(=O)c2cc(C)c(Cl)cc2Cl)nn1C	0	-4	-3	1	3	-5	-1	-1	0.7	3
CCS(=O)(=O)c1c([N+](=O)[O-])ncn1C	5	1	0	-1	1	6	3	2	-1.4	1
COc1ccc(NC(=O)CCS(=O)(=O)c2cc3c(cc2Cl)NC(=O)CO3)cc1OC	-3	6	2	-3	3	-8	-1	3	-2.7	0
Cc1ccc(CNC(=O)C2CCC(=O)N(CCc3cccc(F)c3)C2)cc1 (configuration not stated)	5	9	-2	2	-2	6	-1	-5	-0.7	-7
CC(=O)Nc1ccc(C(=O)NNC(=O)c2csc(N3CCOCC3)n2)cc1	4	1	0	0	1	4	-4	4	1.2	3
COc1ccc(N(C(=O)c2ccco2)C(C(=O)NC2CCCC2)c2cccs2)cc1 (configuration not stated)	2	5	-6	-1	0	2	-3	-5	-0.3	-7
CCOc1ccccc1Nc1ncnc2c1cnn2-c1ccccc1	-6	1	-6	4	1	-2	-2	-20	0.1	1
CN(C)CCCN(C(=O)c1sc2ccccc2c1Cl)c1nc2c(F)cccc2s1	-8	4	4	2	0	1	6	-1	7.7	1
O=C(c1ccc(F)cc1)c1cc2ccccc2o1	2	-1	3	0	3	1	1	-9	-0.2	1
O=C(C1CCN(S(=O)(=O)c2cccs2)CC1)N1CCN(c2ccccc2)CC1	-1	4	7	-1	-5	-1	0	9	-0.1	0
Cc1ccc(NC(=O)CCSc2nnc(Cc3ccccc3)o2)cc1	4	9	0	19	-3	4	-4	-3	0.0	-8
NC1=NC[C@H](CC2CCCCC2)N1CCc1cc(C(F)(F)F)cc(C(F)(F)F)c1	26	-1	10	-3	-1	0	2	-27	-2.1	10
COC(=O)CN(n1cnnc1)S(=O)(=O)c1ccc(C)cc1	3	2	-1	-1	1	0	-5	-5	0.2	-2
CCC1CCCCN1C(=O)CCS(=O)(=O)c1ccccc1 (configuration not stated)	1	-1	10	2	0	0	-3	0	-0.2	-4
CCOc1ccc(S(=O)(=O)N2CCCC(C(=O)N3CCOCC3)C2)cc1C (configuration not stated)	0	6	6	0	1	-1	-4	0	-0.3	-8
COc1ccccc1CNc1ccc(N2CCOCC2)c(C(=O)O)c1	5	-1	2	-4	2	-1	2	-2	-1.2	0
O=C(COc1ccc(Br)cc1Cl)NC(=S)Nc1ccccn1	-7	1	-2	4	3	-4	0	1	0.3	-2
Cc1ccc(NC(=O)CS(=O)CC(=O)NCCCN(C)c2ccccc2)cc1 (configuration not stated)	5	3	1	0	-4	-2	-5	-3	-0.4	-1
O=C(c1ccco1)N1CCN(S(=O)(=O)c2ccc3c(c2)CCN3C(=O)C2CC2)CC1	-5	-1	4	1	-1	1	8	1	-1.4	-1
Cc1nn2c(nc1=O)SCC(c1ccccc1)=N2	-4	8	-10	2	2	24*	1	2	-0.7	1
Cc1cc(=O)oc(C)c1C(=O)OC(C(=O)c1ccccc1)c1ccccc1 (configuration not stated)	2	-2	1	5	-2	-1	-2	-7	-0.9	0
CSc1nc2ccsc2c(=O)n1-c1ccccn1	-4	2	6	0	1	-1	1	8	-2.7	-1
Cc1csc(NC(=O)c2cc3c(C)nn(Cc4ccccc4Cl)c3s2)n1	6	-1	2	1	1	-4	22*	-37	2.0	6
O=S(=O)(/N=C(/Sc1ccccc1)c1ccccc1)c1ccccc1	9	-3	1	0	-2	6	-4	3	-0.7	1
COc1ccc(CCNC(=O)C2CCCN(c3ncccn3)C2)cc1 (configuration not stated)	-4	-4	0	1	-4	-4	-4	3	-0.2	-2
CN(Cc1ccccc1)C(=O)c1ccccc1NC(=O)c1ccco1	3	3	-2	-1	3	3	-6	1	1.5	-3
CN(Cc1ccccc1F)C(=O)c1sccc1-c1ccccc1	-1	6	-1	0	-4	3	2	-13	-1.2	-5
COc1ccc(-c2sc3cc(OC)c(OC)cc3c2C#CCO)cc1	-4	7	-6	22*	3	0	1	-9	0.1	11
CCC(=O)Nc1nc(CC(=O)Nc2ccccc2)cs1	3	1	4	-3	-5	-3	4	3	-2.9	-1
COc1ccc(CN2C(=O)C(CC(=O)NCc3cccs3)CC(C(=O)N3CCOCC3)=C2C)cc1 (configuration not stated)	3	0	-1	0	-4	3	3	1	-0.8	1
Nc1cc(N2CCOCC2)c(Cl)cc1[N+](=O)[O-]	-1	-9	0	-6	7	-3	-2	-5	-0.1	-2
CSCCC(C(=O)Nc1c(C)cccc1C)N(Cc1ccccc1)Cc1ccccc1 (configuration not stated)	-19	-3	1	3	-3	-2	1	/	-0.8	8
Cc1cc(Oc2ccc(=O)[nH]n2)nc(Cl)n1	3	1	-5	2	-4	-2	-4	2	-1.2	-1
Cc1cc(NC(=O)c2ccc(C#N)cc2)on1	7	-5	10	0	1	-1	3	1	-0.6	1
CC(CC(=O)NNC(=O)c1ccncc1)c1ccccc1 (configuration not stated)	0	6	2	-1	1	-8	-2	-4	-1.1	0
CN(C)CCOC1c2ccccc2CSc2ccccc21 (configuration not stated)	-2	11	-4	0	-1	-2	0	1	0.2	-3
O=C(NC1CCN(C(=O)NCc2ccccc2)CC1)c1cccc(F)c1	-6	1	-5	6	2	-4	3	-8	0.7	1
CC1CN(C)CCC1OC(=O)c1ccccc1 (configuration not stated)	4	1	-10	1	-10	1	-2	9	0.5	2
Cn1c2c(c(=O)n(C)c1=O)C(c1ccccc1Cl)C(C#N)=C(N)O2 (configuration not stated)	3	1	2	-5	-4	10	2	-3	0.2	2

# 2 of the compounds above, with two lines to a compound.
# Values run as follows: mABHD4 FP	MBD2 DNA inh	TCR-CD3 inh	UHRF1 binding	LEDGF integ inh	PRMT1 FP inh	Rev-erbA mod	HTRA1 inh	PG9 binder	rCAG binder
- Cc1cc(Oc2ccc(=O)[nH]n2)nc(Cl)n1
 : 3	1	-5	2	-4	-2	-4	2	-1.2	-1
- Cn1c2c(c(=O)n(C)c1=O)C(c1ccccc1Cl)C(C#N)=C(N)O2 (configuration not stated)
 : 3	1	2	-5	-4	10	2	-3	0.2	2

# Seven of the entries above in order of their number in LEDGF integ inh, lowest first.
canonical_smiles,LEDGF integ inh
CCC(=O)Nc1nc(CC(=O)Nc2ccccc2)cs1,-5
Cn1c2c(c(=O)n(C)c1=O)C(c1ccccc1Cl)C(C#N)=C(N)O2 (configuration not stated),-4
CSCCC(C(=O)Nc1c(C)cccc1C)N(Cc1ccccc1)Cc1ccccc1 (configuration not stated),-3
CC(CC(=O)NNC(=O)c1ccncc1)c1ccccc1 (configuration not stated),1
O=C(NC1CCN(C(=O)NCc2ccccc2)CC1)c1cccc(F)c1,2
COc1ccc(-c2sc3cc(OC)c(OC)cc3c2C#CCO)cc1,3
Nc1cc(N2CCOCC2)c(Cl)cc1[N+](=O)[O-],7

# The main list resumes; the 4 compounds before the break are reprinted first.
Molecule	mABHD4 FP	MBD2 DNA inh	TCR-CD3 inh	UHRF1 binding	LEDGF integ inh	PRMT1 FP inh	Rev-erbA mod	HTRA1 inh	PG9 binder	rCAG binder
CN(C)CCOC1c2ccccc2CSc2ccccc21 (configuration not stated)	-2	11	-4	0	-1	-2	0	1	0.2	-3
O=C(NC1CCN(C(=O)NCc2ccccc2)CC1)c1cccc(F)c1	-6	1	-5	6	2	-4	3	-8	0.7	1
CC1CN(C)CCC1OC(=O)c1ccccc1 (configuration not stated)	4	1	-10	1	-10	1	-2	9	0.5	2
Cn1c2c(c(=O)n(C)c1=O)C(c1ccccc1Cl)C(C#N)=C(N)O2 (configuration not stated)	3	1	2	-5	-4	10	2	-3	0.2	2
Cc1ccc(Cn2cc(CN3CC(N4CCN(C5CCN(C)CC5)CC4)CS3(=O)=O)nn2)cc1 (configuration not stated)	7	10	2	19	-3	1	-2	/	1.6	3
COC1(OC)N=C(N)C2(C#N)C(c3ccccc3)NC(C)=CC12C#N (configuration not stated)	3	1	3	-3	0	-1	-3	3	-2.2	0
O=C(CN(Cc1ccccc1)S(=O)(=O)c1cccc(C(F)(F)F)c1)NC1CCCCC1	6	-2	-1	0	-1	4	2	-4	1.1	-4
c1ccc(-c2ccc(-c3ccccn3)nn2)nc1	7	-3	1	9	-3	-3	-2	/	-2.2	1
CC(C)C1Cc2[nH][nH]c(=O)c2C(C2CC2)O1 (configuration not stated)	2	-7	-2	-11	-1	-2	-1	/	0.5	1
CC(=NO)c1ccc2c(c1)C(=NO)c1ccccc1-2	-17	-2	-8	-3	-4	7	1	-26	-0.1	8
Cc1ccc(C(=O)Nc2c(C)n(C)n(-c3ccccc3)c2=O)cc1	-2	2	6	-1	3	1	2	5	-3.6	5
Cc1cc(C)c2nc(C(F)(F)F)c(C#N)c(N)c2c1	12	3	2	0	0	-2	22	-2	-0.7	2
CC(C)c1[nH]nc2c1C(c1ccc3c(c1)OCO3)NC2=O (configuration not stated)	6	1	1	-1	-1	-1	22*	/	0.2	4
CC(=O)N1CCN(C(=O)CSc2nc3c(cnn3-c3ccccc3)c(=O)[nH]2)CC1	3	-5	13	-1	0	-2	-3	0	0.9	4

# Screening data from PubChem BioAssay.
